N370S GC: inhibitors or activators of N370S glucocerebrosidase for Gaucher disease. P04062. N370S GC spleen homogenate, 4MU-glucoside fluorescence. Potency, µM (highest dose often 59.4 µM), for inactives: at the top dose activity change, negative = inhibition, actives largely listed as inhibitors. actives 0.092% (n = 330,000). AID 2101;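 note: 0% = full enzyme activity and -100% = no enzyme basal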
FEN1 inhibitor: human FEN1 inhibition. Recombinant FEN1 flap cleavage, fluorescence, 15 min. actives 0.35% (n = 390,000). Potency, µM (highest dose often 114 µM), without a hit: at the top dose activity change, negative = inhibition, actives largely listed as inhibitors; note: nearly all actives have a fitted effect of over 65% in size
Target sequence (P39748 whole entry, looked up): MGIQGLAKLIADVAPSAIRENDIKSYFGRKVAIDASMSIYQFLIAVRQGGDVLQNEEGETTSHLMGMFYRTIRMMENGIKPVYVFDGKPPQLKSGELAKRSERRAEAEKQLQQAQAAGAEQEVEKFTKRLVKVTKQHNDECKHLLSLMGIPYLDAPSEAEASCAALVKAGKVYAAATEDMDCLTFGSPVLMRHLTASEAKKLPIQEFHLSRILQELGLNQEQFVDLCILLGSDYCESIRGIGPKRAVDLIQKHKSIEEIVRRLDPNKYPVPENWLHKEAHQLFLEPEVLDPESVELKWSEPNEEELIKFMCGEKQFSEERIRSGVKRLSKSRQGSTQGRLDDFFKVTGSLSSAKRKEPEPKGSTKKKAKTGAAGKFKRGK
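In this screen, 50 nM flap DNA substrate was added to 10 nM FEN1 pretreated with compound for 15 min at room temperature; cleavage was followed with reads at 0 and 15 min, and Hill fitting gave concentration–response parameters.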
TDP1 block: inhibitors of human tyrosyl-DNA phosphodiesterase TDP1. Q9NUW8. recombinant TDP1, AlphaScreen DNA substrate cleavage. Potency, µM (doses to about 130 µM), without a hit: top-dose activity change, negative = inhibition, actives largely listed as inhibitors. actives 0.28% (n = 350,000); note: nearly all actives have a fitted effect of over 40% in size
Target sequence (Q9NUW8 whole entry, looked up): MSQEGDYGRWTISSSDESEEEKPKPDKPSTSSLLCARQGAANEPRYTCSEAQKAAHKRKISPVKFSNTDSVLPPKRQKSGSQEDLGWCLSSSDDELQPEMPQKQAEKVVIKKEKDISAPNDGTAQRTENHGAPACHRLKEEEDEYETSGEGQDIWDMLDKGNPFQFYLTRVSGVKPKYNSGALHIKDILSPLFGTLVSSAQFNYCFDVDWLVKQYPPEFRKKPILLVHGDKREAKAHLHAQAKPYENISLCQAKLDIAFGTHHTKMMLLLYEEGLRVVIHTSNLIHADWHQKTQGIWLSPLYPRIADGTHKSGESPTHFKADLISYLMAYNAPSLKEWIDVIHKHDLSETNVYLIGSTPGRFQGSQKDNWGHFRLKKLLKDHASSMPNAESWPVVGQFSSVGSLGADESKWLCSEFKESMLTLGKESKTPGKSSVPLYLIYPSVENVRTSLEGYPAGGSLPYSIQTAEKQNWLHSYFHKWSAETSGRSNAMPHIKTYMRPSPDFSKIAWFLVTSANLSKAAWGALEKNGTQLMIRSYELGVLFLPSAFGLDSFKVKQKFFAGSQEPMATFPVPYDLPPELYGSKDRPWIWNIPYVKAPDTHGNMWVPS
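Compounds were preincubated with Tdp1 (1 nM final) for 15 min at room temperature before substrate (15 nM final) started a 5 min reaction; beads (10 ug/ml final) were then added for 10 min before AlphaScreen detection.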
An asterisk follows results filed as active; ? = inconclusive; . = no result given; & = joins results of further samples; [ ] = remark or other dose. Calls come from the whole dose curve; as a rule, active = well fitted curve in the direction sought with a large enough effect; inconclusive = small, poorly fitted or top-dose-only effect, or another doubt; inactive = no such curve, though single readings can be large; an effect the other way counts as inactive or inconclusive. Unless noted, % is set by controls: 0 for no effect and ±100 for the full control effect; potency is the fitted concentration of half-maximal effect.

Every second line gives: N370S GC, FEN1 inhibitor, TDP1 block
Cc1cc(-c2ccccc2)[nH]c(=O)c1S(=O)(=O)c1ccc(Cl)cc1
 : 3%, -5%, 4%
CC1Cc2ccccc2N1Cc1nc2cc(C(F)(F)F)ccc2c(=O)[nH]1 (stereo unspecified)
 : 10%, -17%, 5%
CN(Cc1ccccc1F)C(=O)CNC(=O)Cc1cccc2ccccc12
 : -1%, -11%, 2%
CCn1c(=O)c([N+](=O)[O-])c(N2CCSCC2)c2ccccc21
 : 5%, 9%, 10%
Cc1ccc(-c2nnn(CC(=O)N(Cc3cccs3)C(C(=O)NC3CCCC3)c3ccco3)n2)o1 (stereo unspecified)
 : -3%, -1%, 8%
COc1ccc(/C=C2\SC(=S)N(CCC(=O)Nc3cccc(C(=O)O)c3)C2=O)cc1OC
 : ?, ?, .
CCN(C(=O)C(NS(=O)(=O)c1cccc2nsnc12)c1ccccc1)c1ccccc1 (stereo unspecified)
 : ., 0%, 2%
CCOc1ccc(C(=O)CCC(=O)NNC(=O)CCN2CCN(c3ccccc3)CC2)cc1
 : ., 3%, 2%
CSc1nc2ccccc2s1
 : 18%, -12%, 5%
C=CCOC(=O)C1(C(NC(=O)OC)c2ccccc2)C(=O)Cc2ccccc21 (stereo unspecified)
 : 5%, ., -3%
CCOP(=O)(OCC)C(Nc1cc(Cl)cc(Cl)c1)c1cccc(O)c1 (stereo unspecified)
 : -14%, -18%, 4%
Cn1c(CC(=O)Nc2ccccc2F)nnc1SCC(=O)Nc1nccs1
 : -1%, 4%, -6%
Cc1ccc(CN2CCCn3nc(C(=O)NCCC(C)C)cc3C2=O)cc1
 : ., 12%, -1%
COc1ccc(Br)cc1/C=C/C(=O)Nc1ccc(C)cc1
 : ?, 2%, -3%
COc1ccc(Cl)cc1NC(=O)CSc1nc(N2CCCCC2)nc(N2CCCCC2)n1
 : -2%, 6%, 0%
CN(C)c1ccc(N/C=C/C(=O)C(C)(C)C)cc1
 : -5%, -4%, 9%
CCOc1ccc(N2C(=O)C3C(c4ccccc4)=NN(c4ccccc4)C3C2=O)cc1 (stereo unspecified)
 : ?, -2%, ?
Cc1ccc(-n2nnc3c(=O)n(CC(N)=O)cnc32)cc1
 : -8%, -13%, .
CCc1cc(C(=O)NNC(=S)NCc2ccccc2)cs1
 : 10%, -15%, 7%
O=S(=O)(NCC1CCN(c2ccc(S(=O)(=O)N3CCOCC3)cc2)CC1)c1ccccc1
 : -18%, -2%, 6%
CCCOc1ccc(C2C(C(=O)c3ccco3)=C(O)C(=O)N2CCN2CCOCC2)cc1OC (stereo unspecified)
 : 2%, ., 1%
Cc1ccc(Nc2nnc(-c3cc4c(ccc5ccccc54)oc3=O)s2)cc1
 : ., 6%, -3%[12.3 µM]
CC(C)(C)C(=O)Nc1ccc(C(=O)CN2C(=O)NC3(CCOc4ccccc43)C2=O)cc1 (stereo unspecified)
 : ., -18%, 0%
NCC(O)CN1CCN(Cc2ccccc2)CC1 (stereo unspecified)
 : -5%, 4%, .
CCNc1nc(NC(C)C)nc(Oc2ccc(/C=N/O)cc2)n1
 : -7%, -3%, 4%
Cc1ccc2cc(CN(Cc3ccc4c(c3)OCO4)Cc3nnnn3Cc3ccco3)c(=O)[nH]c2c1C
 : 11%, 11%, 6%
FC(F)Oc1ccc(NC(=S)NCc2ccccc2)cc1Cl
 : 4%, 1%, 0%
Cn1c(SCC(=O)NC2CCCCC2)nnc1-c1cccnc1
 : -8%, -1%, -14%
N#CC1CCCc2c1[nH]c1ccc([N+](=O)[O-])cc21 (stereo unspecified)
 : 0%, ?, 6%
CCc1nnc(NC(=O)CSc2ncc(-c3ccccc3)n2CC)s1
 : 1%, -3%, 6%

Entries of single compounds, quoted from the list. Order of values: N370S GC	FEN1 inhibitor	TDP1 block
Cc1ccc(CN2CCCn3nc(C(=O)NCCC(C)C)cc3C2=O)cc1 is listed with .	12%	-1%
Cc1ccc2cc(CN(Cc3ccc4c(c3)OCO4)Cc3nnnn3Cc3ccco3)c(=O)[nH]c2c1C is listed with 11%	11%	6%
COc1ccc(Br)cc1/C=C/C(=O)Nc1ccc(C)cc1 is listed with ?	2%	-3%

(more compounds)
Every second line gives: N370S GC, FEN1 inhibitor, TDP1 block
Cc1nccc2[nH]c(=O)c(C(=O)NC(C)CCc3ccccc3)cc12 (stereo unspecified)
 : -3%, ., 0%
O=C(Nc1ccc(Br)cc1)c1cccn1-c1ncc(C(F)(F)F)cc1Cl
 : 6%, -17%, -2%
CC(C)(C)NC(=O)c1ccc2c(c1)C1C3CCC(C3)C1C(c1ccccc1)N2 (stereo unspecified)
 : 26%, -15%, 3%
Cc1c(Cl)cccc1NC(=O)c1cnc2sc(N3CCOCC3)nn2c1=O
 : ., -1%, 6%
Cn1c(=NC(=O)CCl)sc2ccccc21
 : 4%, 2%, 0%
COc1cc(OC)cc(C(=O)Nc2cccc3ccccc23)c1
 : -7%, -10%, 6%
CC(=O)C1=C(c2cccc([N+](=O)[O-])c2)N(C(C)=O)n2c(C)nnc2S1
 : -5%, -25%, -3%
O=c1c2ccccc2cnn1Cc1nnc(-c2cccs2)o1
 : 0%, -3%, 0%
O=C(O)c1ccc(NC(=O)c2ccccc2NC(=O)c2ccccc2Cl)cc1
 : -4%, 1%, .
COC(=O)[C@@]1(Cc2ccc(F)cc2)[C@H]2c3cc(C(=O)N4CCCC4)n(Cc4cc(F)cc5c4OCOC5)c3C[C@H]2CN1C(=O)c1ccccc1
 : -5%, ., 15%
CCCCCC(=O)Nc1ccc2ccccc2c1
 : 8%, -5%, 1%
CSc1nc(C)c(C(=O)Nc2ccccc2)c(C)c1C#N
 : 2%, -16%, 0%
COc1ccc(C2Nc3ccccc3C(=O)N2c2ccc(C)cc2)cc1Cn1nc(C)c([N+](=O)[O-])c1C (stereo unspecified)
 : -3%, -1%, 3%
CSc1ccccc1OCc1cc(C(=O)NC(C)c2cnn(C)c2)no1 (stereo unspecified)
 : -10%, -1%, -1%
NS(=O)(=O)c1ccc(CCNCC#Cc2ccccc2)cc1
 : 1%, 12%, .
CCOc1ccc(C(=O)Nc2ccc(S(=O)(=O)Nc3nccc(C)n3)cc2)cc1OCC
 : -12%, -3%, .
CC(=O)Nc1ccc(N(C(=O)c2cnccn2)C(C(=O)NC2CCCCC2)c2ccc(F)cc2)cc1 (stereo unspecified)
 : -5%, 5%, 0%
Cc1c(C(=O)/C=C/c2cccs2)oc2ccc(F)cc12
 : 25%, 2%, 4%
O=C1c2oc3ccccc3c(=O)c2C(c2cccc(Cl)c2)N1c1ccccn1 (stereo unspecified)
 : ., -12%, 1%
Cc1nn(-c2ccccc2)c(C)c1-c1cc(C(=O)N/N=C/c2cccnc2)[nH]n1
 : -3%, ., 3%
Cc1ccc(S(=O)(=O)N2CCCCC2)cc1C(=O)N1CCN(c2ccccn2)CC1
 : -3%, 11%, 1%
Cc1ccc(NC(=O)C2CC2C)cc1S(=O)(=O)N1CCOCC1 (stereo unspecified)
 : -6%, -4%, .
Cc1ccccc1NC(=O)C1(C)Cc2ccccc2C(=O)O1 (stereo unspecified)
 : 8%, 6%, 4%
O=C(COC(=O)/C=C/c1ccccc1Cl)NCc1ccco1
 : 3%, -2%, -4%
COc1ccc(N2CCN(c3nc4c(C)cccn4c(=O)c3/C=C(\C#N)C(N)=O)CC2)cc1
 : ?, 6%, .
O=C(Nc1nnc(S(=O)(=O)N2CCOCC2)s1)c1ccccc1Br
 : -10%, -7%, .
COc1nn(C(C)C(=O)N2N=C(C(F)F)CC2(O)C(F)F)cc1[N+](=O)[O-] (stereo unspecified)
 : 8%, 4%, 2%
CCOC(=O)c1c(S(=O)(=O)N2CCCC(C(=O)Nc3cc(C)ccc3OC)C2)c(C)n(C)c1C (stereo unspecified)
 : ., -1%, 5%
Nc1c(C(=O)NCc2ccco2)c2nc3ccccc3nc2n1CCc1ccccc1
 : ?, 2%, 1%
O=C(NC1CCCC1)c1n[nH]c2ccccc12
 : 5%, -1%, -5%

Every second line gives: N370S GC, FEN1 inhibitor, TDP1 block
COc1ccc(/C(C)=N/NC(=O)c2nnn(-c3nonc3N)c2CN(C)c2ccccc2)cc1
 : 0%, 17%, 0%
CC(C)(C)OC(=O)N1CCCC(C(=O)Nc2ccc(C(=O)N3CCCC3)cc2)C1 (stereo unspecified)
 : ., -11%, 2%
O=C(OCC(=O)N1CCCC1=O)c1cccc([N+](=O)[O-])c1
 : -9%, -1%, 5%
O=C(O)CCCCCCCCCCCc1ccccc1
 : 17%, -12%, 6%
OCC[C@H]1C[C@H](O)[C@@H](O)[C@@]2(CCc3ccccc3O2)O1
 : -6%, 2%, .
O=C(Nn1c(SCc2ccccc2F)nc2ccsc2c1=O)c1ccccc1
 : 3%, -22%, 5%
O=C(CSc1ccsc1[N+](=O)[O-])N1CCN(c2ccccc2)CC1
 : -4%, 6%, -8%
c1ccc2c(c1)Cc1cc3ccccc3nc1-2
 : -13%&-6%, ?, 6%
O=C(Nc1ccc2c(c1)OCO2)C1CC(c2cccc(Br)c2)=NO1 (stereo unspecified)
 : 2%, -16%, .
O=C1Nc2ccccc2N(O)N1c1ccc(S(=O)(=O)N2CCCCCC2)cc1
 : -8%, -4%, 9%
Cc1ccc(C2N(c3ccccc3)C(=O)N3CCCN23)cc1 (stereo unspecified)
 : 3%, 17%, -5%
CCC(C)(C(=O)NC1CCCCC1)N(CC1CCCO1)C(=O)c1ccccn1 (stereo unspecified)
 : 4%, -19%, 3%
Cc1cccc(NC(=O)CSc2nccn2Cc2ccco2)c1
 : 16%, -4%, 6%
COc1ccc2cc(-c3ccsc3)ncc2c1
 : ., -6%, 1%
CCN1C(=O)c2cccc3c(NC(=O)C(C)(C)C)ccc1c23
 : -8%, -6%, 7%
COCCCn1[nH]c2c3c(ccc2c1=O)C(=O)c1ccccc1C3=O
 : 8%, -10%, 5%
OCCNC(=S)Nc1ccc(Oc2ccccc2)cc1
 : 0%, -4%, 5%
Cc1c(C(=O)NCc2ccccc2)oc2c1-c1[nH]ncc1CC2
 : ., -2%, 6%
O=C(Cc1c[nH]c2ccccc12)Nc1nnc(C2CC2)s1
 : -5%, -9%, 4%
O=C(c1ccc2c(c1)OCCO2)C1CCN(C(=O)Nc2ccccc2F)CC1
 : 10%, -8%, 9%
O=c1ccc2ccccc2n1Cc1cccc(F)c1
 : 4%, 2%, .
CC1=C(C(=O)NCc2ccccc2)C(c2ccc(C)o2)n2ncnc2N1 (stereo unspecified)
 : -1%, 7%, 4%
CN(c1ccc(C(=O)N2CCN(Cc3ccccc3)CC2)cc1)S(=O)(=O)c1ccccc1
 : -5%, -1%, 5%
CCOc1ccc(S(=O)(=O)N2CCCCC2)cc1NC(=O)CCc1ccc(OC)cc1
 : ., 8%, 1%
Cc1ccnc2ccc(-c3nc4ccccc4o3)cc12
 : 7%[2.35 µM], 7%&-6%, 0%&0%
Cn1c(=O)c2c(ncn2C[C@@H](O)CO)n(C)c1=O
 : 0%[21.6 µM], ., 4%[56.1 µM]
Cc1ccccc1C(=O)Nc1ccnn1C1CCN(CC2CC=CCC2)CC1 (stereo unspecified)
 : -22%, -2%, 0%
COc1ccccc1Nc1nc2ccc(C)cc2n2cnnc12
 : 6%, 10%, .
C/C(=N/NS(=O)(=O)c1ccc(C)c(C)c1)c1c[nH]c2ccccc12
 : -4%, -11%, 3%
C/C(=N\NS(=O)(=O)c1ccc(Br)cc1)c1ccc2c(c1)OCO2
 : 4%, 3%, 6%[56.1 µM]

Every second line gives: N370S GC, FEN1 inhibitor, TDP1 block
CN(C(=O)c1ccc(NC(=O)Cc2ccc(NC(=O)C3CCN(C(=O)C4CCC4)CC3)cc2)cc1)C1CC1
 : ., -5%, 11%
CCCCOc1ccc(C(=O)NCC(=O)NCC2CCCO2)cc1 (stereo unspecified)
 : -4%, 8%, 3%
COc1ccc(/C=C2\Oc3cc(OC(=O)N4CCOCC4)ccc3C2=O)cc1
 : -20%, ?, 0%
O=S1(=O)C=C(SCCN2CCCCC2)c2ccccc21
 : 0%, -1%, -4%
CC(Oc1ccccc1)C(=O)OCC(=O)Nc1sccc1C(N)=O (stereo unspecified)
 : ., -17%, -1%
O=C(OCc1cc(=O)oc2cc(O)ccc12)c1cc(S(=O)(=O)N2CCOCC2)ccc1F
 : ?, 5%, -5%[0.505 µM]

Retrieved one by one from the entries so far:
Every second line gives: N370S GC, FEN1 inhibitor, TDP1 block
COc1ccc(/C=C2\Oc3cc(OC(=O)N4CCOCC4)ccc3C2=O)cc1
 : -20%, ?, 0%
CC(Oc1ccccc1)C(=O)OCC(=O)Nc1sccc1C(N)=O (stereo unspecified)
 : ., -17%, -1%
CN(C(=O)c1ccc(NC(=O)Cc2ccc(NC(=O)C3CCN(C(=O)C4CCC4)CC3)cc2)cc1)C1CC1
 : ., -5%, 11%
O=S1(=O)C=C(SCCN2CCCCC2)c2ccccc21
 : 0%, -1%, -4%

Assay outcomes (PubChem BioAssay)
